MBD2 inh – MBD2-methylated oligo binding inhibition; TR-FRET, MBD2 binding to methylated oligonucleotide; inhibition, % at 4.4 µM; Q9UBB5; 370,000 tested, 0.31% active; in the data active = inhibition above about 13%
Target sequence (Q9UBB5 whole entry, looked up): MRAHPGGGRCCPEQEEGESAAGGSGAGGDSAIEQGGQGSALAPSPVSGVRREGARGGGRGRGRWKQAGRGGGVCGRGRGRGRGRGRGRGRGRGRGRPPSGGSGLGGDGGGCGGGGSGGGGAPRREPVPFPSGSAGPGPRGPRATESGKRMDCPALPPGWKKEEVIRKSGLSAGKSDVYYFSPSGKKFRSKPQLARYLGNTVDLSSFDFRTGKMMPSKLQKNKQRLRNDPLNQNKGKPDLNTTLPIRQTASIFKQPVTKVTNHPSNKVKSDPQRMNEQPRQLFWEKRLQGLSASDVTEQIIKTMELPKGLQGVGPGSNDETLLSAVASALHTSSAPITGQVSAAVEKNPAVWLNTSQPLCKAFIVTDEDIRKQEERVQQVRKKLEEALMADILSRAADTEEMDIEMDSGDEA
HTRA1 inh – HTRA1 (human) protease inhibition; Q92743; recombinant HTRA1, FP-rhodamine activity-based probe, fluorescence polarization; inhibition, % at 5.96 µM; 340,000 tested, 0.5% active; in the data active = inhibition above about 36%;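 note: 0% = enzyme with DMSO and 100% = wells lacking enzyme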
rCAG RNA binder – binds r(CAG) RNA repeats | inhibition, % at 3 µM | 370,000 tested, 1.3% active | AID 651821 | r(CAG) RNA repeat, TO-PRO-1 dye displacement fluorescence;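 active = inhibition above the plate cutoff, the mean of all test compounds on that plate plus 3 SD, cut at about 35% in these data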;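 note: 0% = DMSO alone and 100% = 100 µM mitoxantrone as full dye displacement; higher means more dye released from RNA so lower well fluorescence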
NPR2 activator – GC-B (human) receptor activation | HEK293-GC-B cells, CNP EC30, cGMP TR-FRET; 0% at EC30 CNP, 100% saturating CNP | activation, % at 10 µM | AID 1920062 | 370,000 tested, 0.11% active | P20594;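 active = activation at 10 µM reaching about 35% in either raw or pattern-adjusted values, limit read from the data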
PRMT1 inh – blocks human protein arginine methyltransferase 1; 370,000 tested, 1.3% active; inhibition, % at 2.79 µM; recombinant PRMT1, activity-based probe fluorescence polarization;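 active = inhibition above about 21% made by adding two undisclosed values, limit read from the data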
Target sequence (Q99873 whole entry, looked up): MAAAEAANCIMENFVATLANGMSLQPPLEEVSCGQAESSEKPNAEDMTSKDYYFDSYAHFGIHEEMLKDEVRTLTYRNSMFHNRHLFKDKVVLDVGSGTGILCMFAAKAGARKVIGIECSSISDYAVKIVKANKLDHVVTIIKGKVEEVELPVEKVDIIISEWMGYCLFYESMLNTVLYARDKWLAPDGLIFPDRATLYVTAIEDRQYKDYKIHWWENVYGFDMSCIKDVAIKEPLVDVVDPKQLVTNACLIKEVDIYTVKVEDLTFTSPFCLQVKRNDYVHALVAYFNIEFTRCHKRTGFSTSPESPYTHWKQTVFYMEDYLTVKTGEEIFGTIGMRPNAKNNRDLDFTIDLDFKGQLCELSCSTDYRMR
GC-A act – GC-A (human) enzyme activation. HEK293 GC-A cells, cGMP TR-FRET, EC30 ANP; 0% at EC30 ANP, 100% saturating ANP. activation, % at 10 µM. 370,000 tested, 0.14% active. AID 1671463; in the data active = activation above about 40%
ABHD4 inh – inhibitors of mouse ABHD4 | Q8VD66 | purified mABHD4, FP-Rh probe fluorescence polarization | inhibition, % at 8.92 µM | 370,000 tested, 0.54% active;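 active = inhibition exceeding the mean over every tested compound plus 3 SD, cut at about 30% in these data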;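 note: 0% = plate median of compound wells and 100% = S159A mutant with DMSO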
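Test system: mABHD4 protein | Buffer or medium: HEPES pH 7.0 buffer, 150 mM NaCl, 0.01% Pluronic F-127 | Probe or stimulus: FP-Rh fluorescent activity-based probe, added after compound pre-incubation | Timing: Pre-incubation 45 min, probe exposure 60 min, at 25 °C | Technique: Fluorescence polarization, excitation 525 nm, emission 598 nm, BODIPY TMR filters | Repeats: Single well per compound (singlicate)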
TCR-CD3 inh – inhibitors of human TCR-CD3 interaction; TAMRA-labeled TCR probe fluorescence, biochemical; inhibition, % at 9.4 µM; 360,000 tested, 0.37% active; AID 651800; in the data active = inhibition above about 19%;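 note: recombinant mutant TCR 2C K166C tagged with TAMRA read by polarization; 0% = receptor in buffer alone and 100% = receptor with positive control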
UHRF1 binding – UHRF1 methyl-DNA binding inhibition; Q96T88; UHRF1 binding to methylated oligo, TR-FRET; inhibition, % at 4.4 µM; 370,000 tested, 0.75% active; AID 687016; in the data active = inhibition above about 21%;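 note: UHRF1 SRA domain binding a hemimethylated CpG hairpin DNA probe; 0% = median of test compound wells and 100% = reference inhibitor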
SIAE inh – human SIAE inhibition, primary screen. Q9HAT2. SIAE FP-Rh probe binding, fluorescence polarization. inhibition, % at 9.66 µM. 370,000 tested, 0.69% active;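 active = inhibition above a cutoff: mean of compounds within the control limits plus 3 SD of those, cut at about 17% in these data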;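 note: 0% = plate median of compound wells and 100% = probe without SIAE protein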
The depositor's hits bear a star; . = not tested or not shown. These rows are one share of the data (hit frequency here may not be typical).

nr	Compound	MBD2 inh	HTRA1 inh	rCAG RNA binder	NPR2 activator	PRMT1 inh	GC-A act	ABHD4 inh	TCR-CD3 inh	UHRF1 binding	SIAE inh
1	CC(C)(C)c1ccc(OCC(O)CN(CCO)CC(O)Cn2ccc3ccccc32)cc1 (stereo not given)	0	-5	-6	-3	1	-3	2	2	0	0
2	Nc1n[nH]c(-c2ccc(Br)cc2)c1Cl	-6	3	7	-8	-2	4	3	0	-2	4
3	Cc1nc(-c2ccccc2O)n(-c2ccccc2)n1	-3	-5	0	-2	2	5	-2	-5	-1	5
4	COc1ccc(C(C(=O)Nc2c(C)cccc2C)N2CCN(c3ccc(C)cc3)CC2)cc1 (stereo not given)	2	.	1	-6	-1	2	3	6	-1	-3
5	COC(=O)c1c(C)oc2c1cc(NS(=O)(=O)c1ccc(C(=O)O)cc1)c1ccccc12	5	-20	34	-1	14	-9	34*	-3	1	-14
6	COc1ccc(NC(=O)CS(=O)c2cccc(C(F)(F)F)c2)cc1 (stereo not given)	-5	4	-2	-1	-1	0	-2	-1	-1	0
7	COc1ccc(CCN2C(=O)C3C4C=CC(C4)C3C2=O)cc1OC (stereo not given)	0	3	-4	0	-1	1	3	2	3	-2
8	COc1ccc(Cc2nnc(SCC(=O)N(C)CC(=O)Nc3ccc(C)cc3)o2)cc1	4	-7	-4	-2	2	1	-1	-6	1	-5
9	COc1ccc(CCNC(=O)C2CC3Cn4c(nc5ccccc54)C3N2c2ccccc2)cc1 (stereo not given)	3	-4	5	1	4	-2	5	-3	1	6
10	Brc1ccc(-c2nnc3sc(CN4CCc5ccccc5C4)cn23)cc1	1	-4	-4	-9	-2	-9	-2	5	0	-2
11	COCCCn1c(=O)c2sccc2n(Cc2cccc(F)c2)c1=O	2	11	-3	12	1	8	3	11	1	3
12	CCOc1cc(C(=O)Nc2ccc(N3CCOCC3)cc2)cc(Br)c1OC	11	1	-1	-1	8	-2	7	4	8	0
13	CC(=O)NCC(=O)OCC(=O)c1ccccc1	5	1	0	0	0	-1	1	1	5	2
14	COc1cc(OC)cc(C(=O)N[C@H](C(=O)OCC(=O)Nc2ccc(F)c(F)c2)C(C)C)c1	11	23	-6	0	3	-1	-27	-1	5	-7
15	COc1ccc(/C=C\C(=O)NCC(=O)N/N=C/c2cccc(OC)c2O)cc1	2	7	4	1	0	-2	-8	-7	-3	-12
16	O=C(Nc1ccccc1Cl)c1cnccn1	-4	5	3	-1	0	0	1	7	-3	3
17	COc1ccc(N2CCN(CCNC(=O)c3ccc4c(c3)[nH]c(=S)n3c5ccccc5nc43)CC2)cc1	0	-2	5	-3	1	6	0	2	-2	3
18	Cc1ccc(S(=O)(=O)N(C)C[C@@H]2Oc3ccc(NC(=O)Cn4cnnn4)cc3C(=O)N([C@@H](C)CO)C[C@H]2C)cc1	-7	-2	8	11	-2	-1	-6	5	2	1
19	COc1ccc(C2CC(=O)c3cnc(NC(=O)c4ccccc4)nc3C2)cc1OC (stereo not given)	0	3	1	4	3	1	-1	-4	1	2
20	CC(=O)Nc1ccc(S(=O)(=O)N2CCC(C(=O)O)(c3ccccc3)CC2)cc1	1	4	4	0	0	1	4	4	-1	3
21	CCC(c1nnnn1CCc1ccccc1)N(Cc1ccco1)Cc1cc2cc(C)cc(C)c2[nH]c1=O (stereo not given)	-3	-45	2	-9	2	-7	-7	4	-3	12
22	Cc1ccc(S(=O)(=O)NCc2csc(-c3cccs3)n2)cc1	2	8	2	-4	-3	4	-2	2	-1	-5
23	Fc1ccc(-c2cc(-c3nnc4sc(-c5cccs5)nn34)[nH]n2)cc1	-3	.	14	0	2	-2	-17	.	-1	-9
24	CCCc1c(C(=O)N/N=C/c2ccc3c(c2)OCO3)nnn1-c1nonc1N	3	0	2	-6	-1	3	9	1	0	-4
25	O[C@@H]1C[C@H](c2ccccc2)N(CC2CCCCC2)C[C@H]1n1cc(C2CC2)nn1	0	-11	5	1	3	5	0	0	4	4
26	OCC1(CC2CCCCO2)CCN(Cc2ccccc2-c2ccco2)CC1 (stereo not given)	4	-3	-2	0	-3	-1	3	5	-2	15
27	NC(N)=Nc1nc(-c2ccccc2)c2cc(Cl)ccc2n1	0	-13	33	-16	-3	-42	5	2	-6	-9
28	CSc1cccc(NC(=O)CSc2ncccc2C(=O)Oc2cccc([N+](=O)[O-])c2)c1	-2	-25	7	6	-2	1	-5	3	-2	-27
29	COc1cccc(N2C(=O)Nc3ccc(Br)cc3C2(O)C(=O)NCCCN(C)C)c1 (stereo not given)	-7	2	2	12	0	-2	-3	0	-2	0
30	O=C(OCc1cn(Cc2cccc(F)c2)nn1)N1CCOCC1	1	.	2	9	0	1	3	.	7	8

Some of these compounds in order of the HTRA1 inh value, ascending.
| nr | molecule | HTRA1 inh |
| --- | --- | --- |
| 9 | COc1ccc(CCNC(=O)C2CC3Cn4c(nc5ccccc54)C3N2c2ccccc2)cc1 (stereo not given) | -4 |
| 7 | COc1ccc(CCN2C(=O)C3C4C=CC(C4)C3C2=O)cc1OC (stereo not given) | 3 |
| 11 | COCCCn1c(=O)c2sccc2n(Cc2cccc(F)c2)c1=O | 11 |

Entries by screen from the list.
GC-A act, nos. 15–22 → -2, 0, 6, -1, 1, 1, -7, 4

The listing continues:
nr	Compound	MBD2 inh	HTRA1 inh	rCAG RNA binder	NPR2 activator	PRMT1 inh	GC-A act	ABHD4 inh	TCR-CD3 inh	UHRF1 binding	SIAE inh
31	CC(=O)N1CCc2cc(S(=O)(=O)NCCC(=O)N(C)Cc3ccccc3F)ccc21	8	.	5	-3	-3	0	-8	.	3	5
32	C=CCn1c(=O)c2c(nc3n2CCN3c2cccc(Cl)c2C)n(C)c1=O	2	3	-1	1	3	0	0	0	4	-5
33	COc1ccc2[nH]cc(CCNC(=O)CS(=O)(=O)Cc3ccccc3)c2c1	3	2	3	-2	-5	-1	2	4	-1	5
34	Cc1ccc2nc(SCC(=O)Nc3nonc3N)[nH]c2c1	2	8	-1	-10	-2	1	0	-2	1	6
35	Cc1ccc(SCCNC(=O)/C=C/c2ccc([N+](=O)[O-])cc2)cc1	-4	-13	4	1	-1	-1	4	8	0	3
36	CCCc1cc(C(=O)Nc2cc(C)nn2-c2ccccc2)no1	0	-1	-2	6	7	2	-3	-4	3	2
37	N#Cc1ccc(OCC(=O)N2CCN(c3ccc(C(F)(F)F)cn3)CC2)cc1	1	-2	0	-5	-1	-7	0	1	14	-14
38	CCCCc1c(C)nc2ccccc2c1SCCC#N	-6	-13	-9	-2	-5	0	-3	4	-3	9
39	CC(O)(c1ccc(F)c(F)c1)c1nc(-c2cccc3cccnc23)cs1 (stereo not given)	0	.	1	-1	2	-1	-25	5	0	-16
40	Cc1[nH]c2ccccc2c1C(=O)COC(=O)Cn1cnc2ccccc21	-6	-1	4	-3	-3	2	-8	-1	0	-2
41	COCc1cc(C)n(CC(=O)NC(C)c2ccccc2)c(=O)c1C#N (stereo not given)	1	4	-1	-5	0	1	0	5	-3	3
42	Cc1ccc(NC(=S)NCCCN2CCOCC2)cc1C	-1	7	-4	3	0	4	1	3	2	5
43	CCOC(=O)N1CCN(C(=O)C2CCCN(S(=O)(=O)c3ccc(F)cc3)C2)CC1 (stereo not given)	-3	3	-3	-5	-5	0	4	-1	-4	1
44	Cc1ccnc(NS(=O)(=O)c2ccc(NS(=O)(=O)c3ccc([N+](=O)[O-])cc3)cc2)n1	3	5	4	2	-1	-1	0	-6	-2	10
45	S=c1[nH]nc(-c2cccnc2)n1/N=C/c1ccco1	-2	7	-1	2	0	1	1	-3	-2	5
46	CCCCC(=O)NC1=NC(=O)C(C)(C)S1	0	-1	-2	9	0	6	-1	-1	0	0
47	COc1ccc(S(=O)(=O)N2c3ccccc3NC(=O)CC2C)cc1 (stereo not given)	1	0	-3	2	0	0	2	1	1	-1
48	CC(C)(C)OC(=O)CNC(=O)c1nc[nH]c1C(=O)NCc1ccc(CNC(=O)OC(C)(C)C)cc1	1	-6	-9	4	-4	5	-9	1	1	8
49	CCN1CCN(C(c2cccs2)C(C)NC(=S)Nc2cccc(C)c2C)CC1 (stereo not given)	5	4	-9	-5	-2	-8	7	5	5	2
50	O=C(CN1C(=O)CC(c2ccco2)Sc2ccccc21)NCC1CCCO1 (stereo not given)	-5	-2	1	2	8	-1	6	2	-1	10
51	COc1ccc(N2C[C@H](C)[C@@H](CC(=O)Nc3ccccc3)C2=O)cc1	2	-1	2	3	-1	3	3	3	-1	1
52	COC(=O)c1ccc(C(=O)OC)c(NC(=O)Oc2ccccc2)c1	-3	0	-2	-1	-2	2	3	3	-2	-12
53	C=CCn1c(Cc2csc(N)n2)nnc1SCc1ccc(C(=O)OC)cc1	-4	-3	-4	1	-1	0	1	5	-3	6
54	CC(=O)c1c(O)cc(=O)n(-c2ccccc2)c1-c1ccc(Cl)cc1	6	8	2	3	-1	0	5	-3	0	-9
55	O=C(COC(=O)/C=C/c1ccccc1)NCc1ccc2c(c1)OCO2	4	2	-3	3	1	0	-6	-4	-2	0
56	O=C(N/N=C/c1cccnc1)C(=O)N1CCCCCC1	-4	7	0	1	1	3	0	-4	1	0
57	O=C(/C=C(\Nc1cccc(Cl)c1F)c1ccccc1)c1ccccc1	0	.	6	-1	2	-1	-7	4	6	-6
58	O=C(NC(Cc1ccccc1)C(=O)O)/C(=C\c1ccccc1)NC(=O)c1ccco1 (stereo not given)	-2	2	4	-3	0	-1	0	5	-4	0
59	O=C(Cc1ccsc1)NNC(=O)c1cccc(Cl)c1	3	4	0	-1	3	3	0	4	-2	4
60	CCOC(=O)N1CCC(N2CCN(Cc3ccccc3)C(CCO)C2)CC1 (stereo not given)	2	-4	-7	0	0	0	6	-1	1	4
61	Cc1ccc(NC(=O)COC(=O)COc2ccc(Cl)cc2)c([N+](=O)[O-])c1	1	-2	2	-3	0	4	0	-1	1	0
62	CC1CCN(c2nc(-c3ccccc3O)nc3ccccc23)CC1	3	-10	-1	-6	0	3	6	3	0	3
63	Cc1ccccc1N(Cc1cc(=O)[nH]c2ccccc12)C(=O)CCl	0	4	6	0	4	-5	8	-4	-3	-2
64	CCC(=O)Nc1ccc(C(=O)OCC(=O)c2cccs2)cc1	-2	1	0	0	-2	5	3	-3	-3	4
65	CCOC(=O)CNC(=O)CSc1nc(-c2ccc(C)cc2)ns1	0	-9	-3	-3	8	32	-13	-3	6	-8
66	CC(C)(C)OC(=O)C[C@H]1C/C=C\C[C@H](CC(=O)NCCO)C(=O)N[C@@H](c2ccccc2)COC1=O	-1	-3	-7	0	-6	4	7	4	-1	-4
67	CN=c1scc(C)n1/N=C/c1cc(Br)c(O)c(OC)c1	2	5	4	-2	1	-5	14	5	-2	7
68	O=C(CN1CC(=O)Nc2ccccc21)Nc1ccc(F)c(F)c1	-7	-13	6	-4	18	-1	3	-2	-2	0
69	CNc1cncc(-c2cccc(C(=O)N3CCOCC3)c2)n1	0	.	0	1	-1	2	9	-8	0	7
70	Cc1ccc(C(=O)Nc2ccc(F)cc2)o1	0	-8	-1	-1	-4	2	8	1	0	5
71	CN1CCN(CCC2Oc3cc([N+](=O)[O-])ccc3NC2=O)CC1 (stereo not given)	-3	4	0	-3	-2	-3	0	0	-3	5
72	COc1ccc(-c2nc(CS(=O)(=O)CC(=O)Nc3cccc(C(C)=O)c3)c(C)o2)cc1	0	-19	7	-5	2	-16	0	3	1	-11

Source: PubChem
